NS5 inhibitors – Dengue-2 NS5 methyltransferase inhibitors, primary screen, biochemical, confirmation dose response (AID 588689) | Dengue-2 NS5 methyltransferase capping enzyme assay, biochemical; higher % means a stronger effect | one-dose inhibition, % at 25 µM; IC50 in µM for titrated hits | hit rate 0.3% among 340,000; in the data active = a potency from the dose series; inconclusive = inhibition above about 29% without an active follow-up result
KOR beta-arrestin-1 – kappa opioid receptor blockers – cell-based, luminescence, uHTS (AID 1778) | inhibition, % at 10 µM; hits with a dose series show IC50 in µM | KOR beta-arrestin recruitment, luminescence, antagonist mode; higher % means a stronger effect | hit rate 0.091% among 290,000; also: strong numbers were not always called active
HIV peptide binding – inhibitors of HIV fusion peptide binding, primary screen, biochemical, uHTS, fluorescence dequenching (AID 1986); hit rate 0.3% among 290,000; inhibition, % at 20 µM, or IC50 in µM where a hit was titrated; cell-free peptide binding, fluorescence dequenching, 30 min; higher % means a stronger effect; in the data active = inhibition mostly above about 52%, no sharp cut-off; inactive = mostly below about 76%; also: some results filed as inactive read as strong as hits
AID2073 – inhibitors of Mint1-CaV2.2 protein interaction, biochemical, HTRF (AID 2073); HTRF protein-protein interaction, Mint1-CaV2.2; higher % means a stronger effect; inhibition, % at 20 µM; hits with a dose series show IC50 in µM; hit rate 0.19% among 290,000; in the data active = inhibition mostly above about 51%, no sharp cut-off; inconclusive = no clear call, values can overlap the other calls; inactive = mostly below about 53%; also: some results filed as inactive read as strong as hits
KOR beta-arrestin-2 – kappa opioid receptor activators – cell-based, luminescence, uHTS, primary screen (AID 1777). KOR beta-arrestin recruitment, luminescence; higher % means a stronger effect. activation, % at 10 µM; hits with a dose series show EC50 in µM. hit rate 0.02% among 280,000; in the data active = activation above about 50%, passing the limit was not always enough; also: a part of the inactive calls stands beside numbers as strong as those of hits
Yfh1-off respiration – enhancers of respiration in Yfh1-depleted yeast, dose response, Friedreich's ataxia, plus single-dose screen (AID 1465). hit rate 0.074% among 220,000. fold induction at 50 µM, or EC50 in µM where a hit was titrated. S. cerevisiae Yfh1-off respiration, WST-1 reduction, 72 h; higher fold induction means a stronger effect;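 active = fold induction of absorbance versus untreated yeast above a set limit, then at least 30% activation at any dose in follow-up; inconclusive = repeats straddling the limit, or above it without dose testing; inactive = fold induction below the set limit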;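 also: activators that raise dye reduction in frataxin-depleted yeast; strong numbers were not always called active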
NOD1 NF-kB reporter – NOD1 signaling inhibitors, primary screen, cell-based, luminescence, uHTS (AID 1578) | NOD1-driven NF-kB luciferase reporter cells, luminescence; higher % means a stronger effect | inhibition, % at 4 µM, or EC50 in µM where a hit was titrated | hit rate 1% among 290,000; in the data active = inhibition mostly above about 36%, no sharp cut-off; inactive = mostly below about 34%;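 also: HEK-293T reporter cells stimulated with the NOD1 agonist gamma-tri-DAP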
HEK293 NOD2/NF-kB – NOD2 signaling inhibitors, cell-based, luminescence, uHTS, HEK293 (AID 1566). HEK293 NOD2/NF-kB luciferase reporter, luminescence; higher % means a stronger effect. inhibition, % at 4 µM; hits with a dose series show EC50 in µM. hit rate 0.63% among 290,000; also: many of its hits are not listed in these tables
West Nile antiviral – West Nile virus antiviral activity, cell-based, CPE readout (AID 1621); hit rate 0.02% among 290,000; CPE inhibition, % at 10 µM, or IC50 in µM where a hit was titrated; West Nile virus-infected cells, CPE inhibition; higher % means a stronger effect; in the data active = a potency from the dose series; inconclusive = CPE inhibition mostly from about 3.7% at the one dose, without a potency; inactive = the rest, 99 in 100 with CPE inhibition below about 2.2%; also: strong numbers were not always called active
NS5 inhibitors pilot replicate – second read-out of NS5 inhibitors, no call of its own (marks repeat the call); inhibition, %; measured here: pilot screen replicate inhibition
The depositor's hits bear a star; i = inactive; ? = inconclusive; . = not tested or not shown; [ ] = another dose, or the depositor's remark. Rule as the data show it, unless noted: active = inhibition above about 50%; inactive = the rest.

SMILES	NS5 inhibitors	KOR beta-arrestin-1	HIV peptide binding	AID2073	KOR beta-arrestin-2	Yfh1-off respiration	NOD1 NF-kB reporter	HEK293 NOD2/NF-kB	West Nile antiviral	others
CCOC(=O)N1CCN(C(=O)c2ccc3c(Cl)c4c(nc3c2)CCCC4)CC1	1%	-14%	0.5%	6%	8.8%	.	-10%	0%	0.8%
Cc1ccc2cc(CN(CC3CCCO3)C(=O)C(C)C)c(=O)[nH]c2c1 (configuration not stated)	-8%	12%	1.8%	-10%	-1.8%	i	-26%	11%	0.0%
Cc1cc2oc(=O)cc(CN3CCCCC3C)c2c(C)c1Cl (configuration not stated)	-9%	-7%	1.4%	5%	-1.1%	i	-26%	-16%	-0.5%
CCOC(=O)c1ccc(N2C(=O)CC(N(C)Cc3ccccc3)C2=O)cc1 (configuration not stated)	-4%	5%	-1.2%	-5%	-2.1%	i	-5%	7%	0.5%
COc1ccc(-c2nnc(-c3cccs3)o2)cc1OC	-6%	10%	0.1%	10%	-6.6%	i	-26%	-37%	0.8%
O=C(CSc1nncs1)Nc1ccc(S(=O)(=O)N2CCCC2)cc1	-8%	-12%	-1.4%	0%	-1.2%	i	-39%	5%	-0.2%
Cc1ccc(C(=O)C(=O)c2ccc(C)c(N)c2)cc1N	3%	15%	-1.8%	3%	4.8%	i	-7%	5%	-0.3%
Cc1nc2sc(C(c3cccs3)N3CCC(C(N)=O)CC3)c(O)n2n1 (configuration not stated)	-2%	-32%	1.0%	2%	6.9%	i	1%	-8%	0.2%
CC(C)NC(=O)/C=C/C(=O)O	-9%	-38%	1.6%	-5%	2.8%	i	-19%	8%	1.6%
O=C(c1cccs1)N1CCN(S(=O)(=O)N2CCCCC2)CC1	3%	-6%	-0.3%	0%	-1.8%	i	-19%	5%	0.2%
O=C1CC(C(=O)Nc2ccccc2)N=C(N2CCOCC2)N1 (configuration not stated)	2%	14%	-2.5%	-4%	-1.7%	i	-10%	5%	0.8%
Cc1nc2ccccc2n1C(C)c1ccccc1 (configuration not stated)	-9%	-13%[20 µM]	0.2%	6%	-0.8%	.	-15%	2%	-0.8%	NS5 inhibitors pilot replicate=2.4
O=C(CCCOc1ccccc1)Nc1ccc(Cl)cn1	-1%	2%	-0.3%	-7%	-3.3%	i	-54%	-7%	-0.6%
Cc1cccc(N2CCN(Cc3nc(-c4ccccc4Cl)oc3C)CC2)n1	-10%	0%	-0.3%	-11%	-0.4%	i	-12%	-5%	-1.6%
Cc1cc(-n2nc(C)cc2C)nc(NS(=O)(=O)c2ccccc2Cl)n1	-2%	-20%	1.2%	5%	-2.7%	i	-10%	-4%	0.1%

Reprinted from above (six entries):
SMILES	NS5 inhibitors	KOR beta-arrestin-1	HIV peptide binding	AID2073	KOR beta-arrestin-2	Yfh1-off respiration	NOD1 NF-kB reporter	HEK293 NOD2/NF-kB	West Nile antiviral	others
CC(C)NC(=O)/C=C/C(=O)O	-9%	-38%	1.6%	-5%	2.8%	i	-19%	8%	1.6%
O=C(c1cccs1)N1CCN(S(=O)(=O)N2CCCCC2)CC1	3%	-6%	-0.3%	0%	-1.8%	i	-19%	5%	0.2%
O=C1CC(C(=O)Nc2ccccc2)N=C(N2CCOCC2)N1 (configuration not stated)	2%	14%	-2.5%	-4%	-1.7%	i	-10%	5%	0.8%
Cc1nc2ccccc2n1C(C)c1ccccc1 (configuration not stated)	-9%	-13%[20 µM]	0.2%	6%	-0.8%	.	-15%	2%	-0.8%	NS5 inhibitors pilot replicate=2.4
O=C(CCCOc1ccccc1)Nc1ccc(Cl)cn1	-1%	2%	-0.3%	-7%	-3.3%	i	-54%	-7%	-0.6%
Cc1cccc(N2CCN(Cc3nc(-c4ccccc4Cl)oc3C)CC2)n1	-10%	0%	-0.3%	-11%	-0.4%	i	-12%	-5%	-1.6%

Carrying on:
SMILES	NS5 inhibitors	KOR beta-arrestin-1	HIV peptide binding	AID2073	KOR beta-arrestin-2	Yfh1-off respiration	NOD1 NF-kB reporter	HEK293 NOD2/NF-kB	West Nile antiviral	others
COc1ccc(C(=O)N/N=C/C(C)c2ccccc2)cc1OC (configuration not stated)	0%	-14%	-0.8%	8%	2.9%	i	-16%	-21%	-0.1%
CCOc1ccc(C2C(C(=O)c3ccco3)=C(O)C(=O)N2CCN2CCOCC2)cc1 (configuration not stated)	-6%	17%	2.9%	3%	7.5%	.	8%	4%	-0.1%
[N-]=C=C1C(=O)NC(=O)C([n+]2ccc(-c3ccncc3)cc2)C1c1ccccc1C(F)(F)F (configuration not stated)	23%	-27%	0.1%	5%	1.9%	i	-2%	16%	0.1%
Cc1nc2sc3c(c2c(=O)n1NC(=O)CCBr)CCCC3	-10%	4%	1.6%	-13%	4.2%	i	-3%	24%	-0.8%
CCC(C(=O)Nc1nc(C)cs1)c1ccccc1 (configuration not stated)	5%	-9%	0.7%	-4%	-3.8%	i	-22%	-10%	0.1%
O=C(CCN1C(=O)/C(=C\c2ccccc2Cl)SC1=S)N1CCN(c2ccccc2)CC1	-1%	-24%	0.5%	-8%	5.3%	i	-13%	-8%	11%
COc1ccc(CN2CCN(CCCc3ccccc3)C(CCO)C2)c(OC)c1 (configuration not stated)	-4%	-31%[20 µM]	-2.0%	12%	-0.3%	.	-13%	-16%	-1.3%	NS5 inhibitors pilot replicate=-6.7
CC(/C=C/c1ccco1)=N/NC(=O)OC(C)(C)C	-6%	-2%	17%	7%	-8.6%	i	-37%	-20%	0.7%
O=C(Oc1ccccc1)c1cccc(COC(=O)c2cnccn2)c1	3%	-50%	-1.1%	-4%	-2.1%	i	-17%	1%	0.2%
COc1ccc(C(=O)N/C(=C\c2cc(OC)c(OC)cc2[N+](=O)[O-])C(=O)NCCO)cc1	-2%	4%[20 µM]	-1.7%	-2%	-2.9%	i	-25%	-5%	0.6%
O=Cc1cn(-c2ccccc2)nc1-c1cc2cc(O)ccc2oc1=O	-8%	-11%	-3.7%	18%	-2.6%	i	-4%	8%	-0.1%
COc1cccc(C(=O)N(CN2CCCC2=O)c2ccccc2OC)c1	-3%	15%	-2.3%	-2%	4.4%	i	-8%	10%	-0.8%
COc1ccc(/C=N/NC(=O)Cc2csc(Nc3cccc(C(F)(F)F)c3)n2)c(OC)c1	1%	3%	0.4%	10%	-4.8%	i	36%	23%	-0.1%
O=C(Cn1nnc2ccccc2c1=O)NC1CCCCC1	0%	4%	1.1%	6%	4.6%	.	-51%	1%	-0.6%
Cc1ccc(CNC(=O)c2cccnc2Sc2cccc(Cl)c2)cc1	.	-11%	2.2%	6%	8.0%	i	-7%	-12%	-0.3%
COc1ccc2c(c1)CCc1cn3ncc(C#N)c3nc1-2	-7%	-17%	1.8%	31%	-1.0%	i	13%	-8%	0.8%
CC(C)(C)NCC(O)CON=C1c2ccccc2-c2ccccc21 (configuration not stated)	2%	-119%	0.4%	9%	-1.5%	i	-37%	3%	-1.9%
CCCCOP(=O)(OCCCC)C(O)c1ccc(F)cc1 (configuration not stated)	-5%	-10%	-0.2%	4%	.	i	-9%	-12%	-0.7%
CC1=NN(C(N)=S)C(=O)C1N=Nc1cccc2ccccc12 (configuration not stated)	.	-58%[20 µM]	13%	19%	.	i	-29%	-27%	-0.5%
CCc1nnc(NC(=O)CC(=O)Nc2ccccc2C(=O)O)s1	-3%	-13%	-2.6%	1%	3.6%	i	6%	24%	0.0%
O=S(=O)(NCc1ccccc1)NCc1cccc(C(F)(F)F)c1	-7%	14%	-1.0%	9%	-0.9%	i	3%	-6%	-0.3%
COc1ccc(C(=O)/C(=C/c2cccs2)c2nc3ccccc3o2)cc1	-6%	38%	-2.1%	3%	-2.0%	i	56%	-29%	-0.1%
CCCCc1cc2c(cn1)=C(OC(=O)c1cnc3ccccc3n1)C(C)(OC(=O)CC)C(=O)C=2 (configuration not stated)	.	24%	0.9%	-7%	-1.7%	i	-3%	4%	0.1%
O=c1ccnc(SCc2ccccc2Cl)[nH]1	-6%	-33%	2.3%	-8%	0.9%	i	-33%	1%	0.1%	NS5 inhibitors pilot replicate=-2.4
CC(=O)c1c(C)[nH]c(C(=O)NCCc2cccc(C)c2)c1C	-7%	-26%	-2.2%	7%	12%	i	3%	-54%	-0.4%
O=C(OCn1nnc2ccccc2c1=O)c1ccc2c(=O)n3c(nc2c1)CCC3	-4%	-18%	-0.8%	-3%	9.6%	i	-18%	1%	-0.7%
COCCCN(C(=O)c1cc2c(s1)CCC2)c1c(N)n(Cc2ccccc2)c(=O)[nH]c1=O	-2%	-18%	1.0%	46%	2.2%	i	-22%	13%	-0.2%
CSc1nc(SCC(=O)O)c2sc3nc(-c4ccccc4)c4c(c3c2n1)CCC4	49µM*	-26%	16µM*	?	-2.6%	i	2%	29%	0.0%
COc1cc(/C=C2/NC(=O)N(c3cccc(Cl)c3)C2=O)ccc1O	-12%	4%[20 µM]	-2.5%	-2%	-2.4%	i	-12%	1%	-1.3%
O=C(c1sccc1Br)N1CCN(Cc2ccc3c(c2)OCO3)CC1	-13%	26%	-1.6%	-1%	1.6%	i	-4%	6%	-0.3%
CC1=C(C(=O)Nc2ccccc2C)C(c2ccc(C)o2)N2C(=O)CSC2=N1 (configuration not stated)	7%	27%	-2.2%	-8%	15%	i	-26%	-2%	-0.4%
COC(=O)c1sccc1NC(=O)/C=C/c1c(Cl)cccc1Cl	-11%	-29%	-0.3%	25%	2.2%	i	-26%	-23%	-0.3%
COc1ccc([N+](=O)[O-])cc1NC(=O)Cc1ccc(Cl)cc1	3%	16%	-1.9%	-5%	5.3%	i	-20%	12%	-0.7%

A draw from above in order of length of the SMILES, low to high.
SMILES	NS5 inhibitors	KOR beta-arrestin-1	HIV peptide binding	AID2073	KOR beta-arrestin-2	Yfh1-off respiration	NOD1 NF-kB reporter	HEK293 NOD2/NF-kB	West Nile antiviral	others
COc1ccc2c(c1)CCc1cn3ncc(C#N)c3nc1-2	-7%	-17%	1.8%	31%	-1.0%	i	13%	-8%	0.8%
CC(C)(C)NCC(O)CON=C1c2ccccc2-c2ccccc21 (configuration not stated)	2%	-119%	0.4%	9%	-1.5%	i	-37%	3%	-1.9%
COC(=O)c1sccc1NC(=O)/C=C/c1c(Cl)cccc1Cl	-11%	-29%	-0.3%	25%	2.2%	i	-26%	-23%	-0.3%
COCCCN(C(=O)c1cc2c(s1)CCC2)c1c(N)n(Cc2ccccc2)c(=O)[nH]c1=O	-2%	-18%	1.0%	46%	2.2%	i	-22%	13%	-0.2%

Assay outcomes deposited in PubChem by several laboratories.

The list is partial (hit frequency here may not be typical).
